# Source: PubChem BioAssay (National Center for Advancing Translational Sciences (NCATS))
# KAT2A inh: qHTS Assay for Inhibitors of GCN5L2; Histone acetyltransferase KAT2A (Homo sapiens), Q92830; GCN5L2 HAT assay, ThioGlo1 CoA-SH fluorescence; Potency, µM (doses to about 58.9 µM), for the others: at the top dose activity change, negative = inhibition, usual class: inhibitors; 390,000 compounds, 0.21% hits; AID 504327, 2011
# Target sequence (Q92830 whole entry, looked up): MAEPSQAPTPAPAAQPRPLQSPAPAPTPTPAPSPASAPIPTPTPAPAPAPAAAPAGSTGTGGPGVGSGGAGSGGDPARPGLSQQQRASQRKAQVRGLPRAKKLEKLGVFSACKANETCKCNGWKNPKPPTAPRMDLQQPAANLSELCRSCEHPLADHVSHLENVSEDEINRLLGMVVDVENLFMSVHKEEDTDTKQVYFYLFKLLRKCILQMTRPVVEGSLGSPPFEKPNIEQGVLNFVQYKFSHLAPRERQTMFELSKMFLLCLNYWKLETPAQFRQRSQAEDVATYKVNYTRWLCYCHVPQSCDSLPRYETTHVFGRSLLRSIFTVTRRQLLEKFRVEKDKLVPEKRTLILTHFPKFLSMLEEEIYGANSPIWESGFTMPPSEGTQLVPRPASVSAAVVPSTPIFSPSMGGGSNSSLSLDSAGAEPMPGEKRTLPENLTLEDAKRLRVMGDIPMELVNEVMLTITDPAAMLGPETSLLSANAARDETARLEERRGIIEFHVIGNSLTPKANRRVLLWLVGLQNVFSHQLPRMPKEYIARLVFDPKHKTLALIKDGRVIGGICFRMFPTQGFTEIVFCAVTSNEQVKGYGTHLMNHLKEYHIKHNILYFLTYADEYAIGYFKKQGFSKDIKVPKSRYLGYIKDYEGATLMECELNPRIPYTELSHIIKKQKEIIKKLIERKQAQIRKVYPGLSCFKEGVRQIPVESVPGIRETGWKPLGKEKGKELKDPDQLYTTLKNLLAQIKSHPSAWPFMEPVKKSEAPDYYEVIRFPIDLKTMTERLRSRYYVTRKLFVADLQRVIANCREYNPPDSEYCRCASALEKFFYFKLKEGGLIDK
#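 Free CoA generated was detected with ThioGlo1 (50uM) fluorescence at Ex340nm/Em540nm, read immediately and after 20 min at room temperature. Enzyme, 20 nM in HEPES pH 7.5 buffer, saw compounds 15 min before adding 75uM H3(1-25) peptide and 70uM acetyl-CoA.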
# DT40 TDP1 CPT: qHTS for Inhibitors of human tyrosyl-DNA phosphodiesterase 1 (TDP1): qHTS in cells in presence of CPT. chicken DT40 Tdp1-/-;hTDP1 cells + 20 nM CPT, ATP luminescence, 48 h. Potency, µM (highest dose often 46.2 µM), for inactives: at the highest dose activity change, negative = growth inhibition, usual class: inhibitors. 420,000 compounds, 12% hits. AID 686979, 2013; further: nearly all actives have a fitted effect of over 55% in size
#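 Cell growth measured by CellTiter-Glo luminescence after a minimum 48 h, 37 C compound exposure with 20 nM CPT in Tdp1-knockout DT40 cells stably expressing hTDP1, seeded 400/well; qHTS titration format.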
# TDP1 cell noCPT: qHTS for Inhibitors of human tyrosyl-DNA phosphodiesterase 1 (TDP1): qHTS in cells in absence of CPT; DT40 Tdp1-/- hTDP1 cells, no CPT, ATP luminescence, 48 h; Potency, µM (series often up to 46.2 µM), without a hit: at the top dose activity change, negative = growth inhibition, usual class: inhibitors; 420,000 compounds, 15% hits; AID 686978, 2013; further: nearly all actives have a fitted effect of over 55% in size
#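 Chicken DT40 Tdp1-/- cells stably complemented with human TDP1 were seeded at 400 cells/well with DMSO in place of 20 nM camptothecin. After compound pinning, cells grew at least 48 hr at 37 °C; viability read by CellTiter-Glo luminescence.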
# The depositor's hits bear a star; ? = inconclusive; nt = no result given; & = joins results of further samples; [ ] = another dose, or the depositor's remark. The call rests on the fitted dose curve; in most records, active means well fitted curve in the direction sought with a large enough effect; inconclusive means small, poorly fitted or top-dose-only effect, or another doubt; inactive means no such curve, though single readings can be large; an effect the other way counts as inactive or inconclusive. On the % scale 0 is the no-effect control and ±100 the full control effect; potency means the concentration at half of the fitted maximal effect.
# A first look (two entries):
no.	SMILES	KAT2A inh	DT40 TDP1 CPT	TDP1 cell noCPT
1	Cc1ccc(C(=O)Cc2ccccc2)c(O)c1	nt	2%	-7%
2	O=C(NNC(=O)c1cc2ccccc2oc1=O)c1ccccc1[N+](=O)[O-]	-3%	-16%	18%

# The list itself, previewed entries included:
no.	SMILES	KAT2A inh	DT40 TDP1 CPT	TDP1 cell noCPT
1	Cc1ccc(C(=O)Cc2ccccc2)c(O)c1	nt	2%	-7%
2	O=C(NNC(=O)c1cc2ccccc2oc1=O)c1ccccc1[N+](=O)[O-]	-3%	-16%	18%
3	COc1ccc(CC(=O)NC(C)CCc2ccccc2)cc1OC (configuration not stated)	-3%	-18%	?
4	CC(C)c1ccc(N(C(=O)c2csnn2)C(C(=O)NC(C)(C)C)c2cccnc2)cc1 (configuration not stated)	2%	-5%	-19%
5	CCCNC(=O)C1(C)CCCN(Cc2ccccc2C#N)C1 (configuration not stated)	nt	?	?
6	O=C(NCc1ccc(Cl)cc1)C1CCCN(c2ncnc3c2nc2n3CCCCC2)C1 (configuration not stated)	1%	?	?
7	CC(C)(C)NC(=O)CSc1nccn1Cc1ccccc1	3.5µM*	-25%	-19%
8	COc1cc(/C=C/C(=O)N2CCCCC2=O)cc(OC)c1OC	nt	3µM*	3.8µM*
9	CCN1CCc2c(sc(-n3cccc3)c2C(C)NC(=O)Nc2ccc(Br)cc2)C1 (configuration not stated)	-4%	16µM*	13µM*
10	CC(=O)NNC(=O)CC(=O)Nc1nc(C23CC4CC(CC(C4)C2)C3)cs1	-3%	?	?
11	COc1cccc(N(CC(=O)Nc2cccnc2)S(C)(=O)=O)c1	-1%	-19%	10%
12	CN(C)S(=O)(=O)c1ccc(NC(=O)c2ccccn2)cc1	-4%	0%	-26%
13	COc1ccc(C/C(C)=N/NC(=S)Nc2ccc(C(C)C)cc2)cc1	-1%	?	?
14	CN(CC1COCCO1)C(=O)c1cnn(-c2ncc3c(n2)-c2ccccc2CCC3)c1C1CC1 (configuration not stated)	nt	-9%	?
15	FC(F)(F)c1ccccc1NC(=S)N1CCCCCC1	4%	-16%	5%
16	Cn1c(=O)n(C)c2cc(N3CCOCC3)c(NC(=O)c3c(F)cccc3F)cc21	0%	?	-28%
17	CCNC(=O)c1ccc(-n2nc(C(F)(F)F)c3c2CCCC3)cc1	-2%	-29%	?
18	CCN(CC)c1ccc(C(=O)N/N=C(\C)c2ccc(OC)c(OC)c2)cc1	1%	-4%	26µM*
19	CCOCCCNC(=O)C1CCC(=O)N1CCc1ccccc1 (configuration not stated)	-7%	7%	0%
20	Cc1ccc(Cc2c(-c3cccc(Cl)c3)nc3ccc(Br)cn23)cc1	nt	-22%	?
21	Cc1ccnc2nc(C(=O)OCC(=O)N(C)C3CCCCC3)nn12	nt	-4%	2%
22	C(=C\c1nccc2ccccc12)/c1ccc(N2CCOCC2)cc1	nt	?	?
23	O=C(NCCC1=CCCCC1)c1ccc2c(c1)ncn2-c1cccc(Cl)c1	-6%	16µM*	15µM*
24	O=C(NCC1CCCO1)C(=O)NCC(c1ccco1)N1CCN(c2ccc(F)cc2)CC1 (configuration not stated)	2%	?	-28%
25	CCCCn1c(-c2ccc(C)cc2)c(C)n2c3c(=O)n(C)c(=O)n(C)c3nc12	0%	?	?
26	Cc1cccc(NC(=O)Cn2ccn(-c3ccc4c(c3)OCCO4)c(=O)c2=O)c1	8%	-17%	-25%
27	Cc1cccc2c1-c1sc(C(=O)Nc3cccc([N+](=O)[O-])c3C)cc1CO2	8%	?	23µM*
28	Cc1ccc(S(=O)(=O)C(C#N)c2nc3ccccc3nc2OCCO)cc1 (configuration not stated)	-2%	?	?
29	Cc1onc(-c2ccccc2)c1NC(=O)N(CCC(=O)O)Cc1ccccc1	-5%	27%	13%
30	COC(=O)C1=C(C)N(Cc2ccccc2)C(=S)N[C@H]1c1ccc(Br)cc1	-10%&-1%	?	-18%
31	N/C(=N\N=C\c1cccs1)SC1CC(=O)N(c2cccc([N+](=O)[O-])c2)C1=O (configuration not stated)	-1%	2%	-2%
32	CN(C)S(=O)(=O)c1cccc(NC(=O)CN2C(=O)NC(CCc3ccccc3)C2=O)c1 (configuration not stated)	-7%	-17%	-23%
33	COc1ccccc1N1CCN(C2=CC(=O)CCC2)CC1	-5%	-20%	-1%
34	CC(=O)c1cccc(NS(=O)(=O)c2ccc(-c3cnc(C4CC4)o3)cc2)c1	-12%	4.1µM*	2.6µM*
35	CCN(C(=O)CCN1C(=O)S/C(=C\c2ccccc2)C1=O)C1CCS(=O)(=O)C1 (configuration not stated)	-12%	16µM*	?
36	Cn1nnc2cc(NC(=O)Nc3cccc(C(F)(F)F)c3)ccc21	25%	-6%	10%
37	C[C@@H](NC(=O)[C@@H]1Cc2ccccc2CN1)C(=O)NC1CCCCC1	-8%	-2%	-12%
38	Cc1ccc(C)n1-c1ccc(C(=O)NCc2ccncc2)cc1	-3%	?	?
39	COc1ccc(NC(=S)N2C3CCC2CC(NC(=O)NC24CC5CC(CC(C5)C2)C4)C3)c(OC)c1 (configuration not stated)	-6%	?	?
40	Cc1ccc2ncccc2c1N	-7%	-15%	-18%
41	Cc1c(O)nc(SCC(=O)Nc2ccc(Cl)cc2Cl)n(-c2ccc(F)cc2)c1=O	-4%	11%	-4%
42	Cc1ccc(-n2c(-c3ccncc3)n[nH]c2=S)cc1C	3%	-3%	16%
43	COc1cc(NC(=O)COC(=O)c2nc3nc(C)cc(C)n3n2)cc(OC)c1	-5%	2%	-16%
44	O=C(COC(=O)c1cccnc1Cl)Nc1ccc2c(c1)OCO2	-8%	1%	1%
45	CC(C)Oc1cccc(C(=O)C2CCCN(S(=O)(=O)C(C)C)C2)c1 (configuration not stated)	-1%	?	?
46	COc1cc(CCC(=O)OCC(=O)Nc2ccc(Br)cc2F)cc(OC)c1OC	-2%	-25%	-4%
47	COc1cccc2cc(C(=O)C3=C(O)C(=O)N(Cc4ccco4)C3c3cccnc3)oc12 (configuration not stated)	-10%	?	23µM*
48	O=C(c1cccc(Cl)c1)c1nn(-c2ccccc2)c(=O)cc1C(F)(F)F	-17%	16µM*	?
49	CCOC(=O)Cc1nnc(NC(=O)COc2ccc(F)cc2)s1	-5%	-1%	-16%
50	CCn1c(-c2ccc([N+](=O)[O-])cc2)n[nH]c1=S	-28%	-2%	-5%

# (listing goes on)
no.	SMILES	KAT2A inh	DT40 TDP1 CPT	TDP1 cell noCPT
51	CCOc1ccc(S(=O)(=O)N(C)CC(=O)NCc2ccco2)cc1	-6%	-17%	4%
52	COC(=O)c1cc2sccc2n1CC(=O)Nc1cc(OC)cc(OC)c1	?	-19%	-25%
53	CCOC(=O)CCSc1nc(C)c2cc(C)c(C)cc2n1	-8%	?	?
54	COC(=O)c1ccccc1NC(=O)c1ccc(-c2nc(CSc3ccc(C)cc3)c(C)o2)cc1	-2%	-9%	0%
55	O=C(CCn1c(=S)[nH]c2cc3c(cc2c1=O)OCO3)NCc1ccccc1Cl	0%	-6%	5%
56	CCOC(=O)NCCc1c(C)nc2c(c(C)nn2C(C)(C)C)c1C	0%	?	?
57	Cc1cc2occ(CC(=O)N(C)CC(=O)Nc3c(C)cccc3C)c2cc1C	2%	-11%	?
58	Cc1cccc(NC(=O)c2cccc(S(=O)(=O)Nc3ccccc3C(=O)O)c2)c1	-21%	-2%	4%
59	Cc1nc(C(=O)NNC(=O)c2ccc(Cl)cc2)cs1	0%	16µM*	12µM*
60	Cc1cc(NC(=O)Cn2cnc3c2c(=O)n(C)c(=O)n3C)n(-c2ccccc2)n1	-23%	2%	1%
61	Cc1ccc2c(c1)CC(C)N2S(=O)(=O)c1nnc(NC(=O)C(C)C)s1 (configuration not stated)	-1%	?	?
62	OC(c1ccc(F)cc1)c1nc(-c2ccccc2)cs1 (configuration not stated)	nt	?	?
63	NC(=S)N(c1ccccc1)c1ccccc1	3%	6%	-6%
64	O=C(Nc1ccncc1)c1ccc(NS(=O)(=O)c2ccc3[nH]c(=O)[nH]c3c2)cc1	2%	-2%	-2%
65	O=C(CN1CCN(Cc2ccccc2Cl)C1=O)NCCc1ccc(Cl)cc1	-7%	-20%	?
66	O=C1C2C3C=CC(C2C(=O)N1C1CCCCC1)C1C(=O)N(C2CCCCC2)C(=O)C31 (configuration not stated)	6%	-29%	-26%
67	COCCCNC(=O)CCc1c(C)nc2nc(-c3cc(OC)cc(OC)c3)nn2c1C	-12%	7%	-5%
68	CCN1CCN(C(=O)C(C)Nc2ccc(OC)cc2OC)CC1 (configuration not stated)	4%	-27%	-17%
69	O=C(Nc1cccc(C(=O)O)c1)/C(=C/c1ccccc1)NC(=O)c1cccc(Br)c1	nt	3%	-11%
70	CCCNC(=O)C1(C)CCN(C(=O)/C=C/c2ccccc2)C1 (configuration not stated)	nt	5%	0%
71	O=C(O)c1cccc(NC(=O)c2ccc(Cl)c(S(=O)(=O)N3CCCCCC3)c2)c1	2%	6%	-1%
72	CCCCN1C(=O)C(CC(=O)NCc2ccco2)CC(C(=O)N(C)C)=C1C (configuration not stated)	nt	5%	0%
73	O=C(CCCO)CCCCCCCCC[C@H]1N[C@H](CO)[C@@H](O)[C@@H]1O	-4%	-17%	-12%
74	CCC(Sc1ncnc2sc3c(c12)CCCC3)C(=O)OCC(C)C (configuration not stated)	-4%	26µM*	?
75	CCOc1ccc(C(=O)Nc2cccc(-n3cnnn3)c2)cc1OCC	-5%	?	-22%
76	CC1CC(CCN)(c2ccccc2)C(C)CN1C (configuration not stated)	0%	2%	0%
77	Cc1cc2[nH]cnc2c([N+](=O)[O-])c1C	1%	4%	?
78	CC(=O)Nc1cc(-c2cccc(N)c2)cn2c(-c3ccc(C(C)=O)cc3)cnc12	nt	?	10µM*
79	COc1ccccc1CNC(=O)c1ccc(-c2nc(CS(=O)c3ccccc3)c(C)o2)cc1 (configuration not stated)	-2%	?	?
80	CN(C)c1cc2c3ccccc3ccc2c2ccccc12	nt	?	16µM*
81	Cc1c(Cl)cccc1NC(=O)C(C)n1c(=O)cc(C)c2c(C)nn(-c3ccccc3)c21 (configuration not stated)	-2%	?	-4%
82	Cc1ccc(-c2nn(Cc3ccccc3)cc2/C=C/C(=O)O)cc1C	-6%[0.501 µM]	-3%	-18%
83	O=C(Nc1nnc(-c2ccncc2)o1)c1ccc(Br)s1	-7%	15µM*	13µM*
84	Cn1c(SCC(=O)Nc2cccnc2Cl)nc2ccccc21	-6%	1%	0%
85	O=C(/C=C1\SC(=O)NC1=O)Nc1ccc(F)cc1	-9%	?	-25%
86	CCCCSc1nnc2n(-c3ccc(OC)cc3)c(=O)c3c4c(sc3n12)COC(C(C)C)C4 (configuration not stated)	-3%	?	?
87	CCNc1nc(OC)nc(Oc2ccc(=O)n(-c3ccccc3)n2)n1	3%	-20%	-8%
88	COc1ccc(CCNS(=O)(=O)c2cn(C)nc2C)cc1OC	1%	1%	-2%
89	Cc1ccc(C)c(NC(=S)NNC(=O)c2csc(C(C)C)c2)c1	-3%	0%	-30%
90	COc1ccccc1/C=N/NC(=O)c1ccc(Cn2nc([N+](=O)[O-])cc2C)cc1	-6%	-9%	8%
91	Cc1c(CN2CCOc3c(cc(-c4ncc(C(F)(F)F)cc4Cl)cc3OCC3CCCO3)C2)cnn1C (configuration not stated)	nt	17%[9.04 µM]	-12%
92	Cc1ccc(SCCC(=O)Nc2cccnc2)cc1	0%	?	?
93	Cc1nc2c(-c3ccccc3)c(C)nn2c(C)c1CCC(=O)NCc1ccccc1Cl	4%	-21%	?
94	Cc1cc(C)c2ccccc2n1	nt	-2%	1%
95	O=C(COC(=O)c1ccccc1NC(=O)c1ccco1)NCC1CCCCC1	-1%	4%	-1%
96	COc1ccc(Cl)cc1NC(=O)/C=C/C(=O)O	-14%	-11%	-16%
97	COc1ccc(C(c2nnnn2-c2c(C)cccc2C)N2CCN(C/C=C/c3ccccc3)CC2)cc1 (configuration not stated)	nt	?	?

# A draw from above in order of length of the SMILES, descending:
no.	SMILES	KAT2A inh	DT40 TDP1 CPT	TDP1 cell noCPT
97	COc1ccc(C(c2nnnn2-c2c(C)cccc2C)N2CCN(C/C=C/c3ccccc3)CC2)cc1 (configuration not stated)	nt	?	?
82	Cc1ccc(-c2nn(Cc3ccccc3)cc2/C=C/C(=O)O)cc1C	-6%[0.501 µM]	-3%	-18%
87	CCNc1nc(OC)nc(Oc2ccc(=O)n(-c3ccccc3)n2)n1	3%	-20%	-8%
94	Cc1cc(C)c2ccccc2n1	nt	-2%	1%
